Screens deposited in PubChem BioAssay by National Center for Advancing Translational Sciences (NCATS).
ALOX12 inh = inhibitors of human 12S-lipoxygenase ALOX12 | purified 12hLO, xylenol orange hydroperoxide absorbance | P18054 | 1.1% of 580,000 active | Potency, µM (top dose mostly 108 µM), inactives show top-dose activity change, negative = inhibition, usual class: inhibitors; active means well fitted inhibition curve with a large enough effect; inconclusive means small, poorly fitted or top-dose-only effect, or another doubt; inactive means no such curve, though single readings can be large or run the other way
Target sequence (P18054 whole entry, looked up): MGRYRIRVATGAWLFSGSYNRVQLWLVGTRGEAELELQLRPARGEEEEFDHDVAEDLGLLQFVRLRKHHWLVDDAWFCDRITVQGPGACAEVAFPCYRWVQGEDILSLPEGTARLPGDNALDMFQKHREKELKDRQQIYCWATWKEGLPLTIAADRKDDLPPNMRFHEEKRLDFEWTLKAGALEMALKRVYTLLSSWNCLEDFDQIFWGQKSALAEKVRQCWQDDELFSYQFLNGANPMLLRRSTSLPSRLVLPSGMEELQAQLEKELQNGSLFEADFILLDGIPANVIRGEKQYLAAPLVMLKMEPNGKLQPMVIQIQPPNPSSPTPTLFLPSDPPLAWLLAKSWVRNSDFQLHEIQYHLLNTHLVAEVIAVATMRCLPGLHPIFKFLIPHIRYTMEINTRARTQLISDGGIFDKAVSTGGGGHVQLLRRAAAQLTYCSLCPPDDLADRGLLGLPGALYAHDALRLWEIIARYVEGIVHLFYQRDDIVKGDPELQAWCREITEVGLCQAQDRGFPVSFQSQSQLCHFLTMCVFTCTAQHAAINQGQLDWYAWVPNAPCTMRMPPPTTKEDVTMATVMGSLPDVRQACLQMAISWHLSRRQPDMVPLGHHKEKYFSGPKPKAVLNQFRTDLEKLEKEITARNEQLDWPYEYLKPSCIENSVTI
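Hydroperoxide product was detected by ferrous iron/xylenol orange as the 573 to 405 nm absorbance ratio. Arachidonic acid at 40 uM (final) was turned over for 30 min at room temperature by 150 nM human 12hLO, pH 7.0 Hepes buffer, after 15 min compound preincubation.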
Starred values were filed as active, the others as inactive; ? = inconclusive; & = joins results of further samples; [ ] = dose if it differs, or a comment. On the % scale 0 is the no-effect control and ±100 the full control effect; potency means the concentration at half of the fitted maximal effect. Only part of the results is shown; rates above refer to the full screens.

SMILES | ALOX12 inh
COc1ccccc1C(=O)N1CCC2(CC1)OC(=O)N(CCOc1ccccc1)C2(C)c1cccnc1 (configuration not stated) | 22%
CN1Cc2ncnc(NCC3CC3)c2CN(c2ccccc2)C1=O | 18%[176 µM]
CCn1ncc(N2CCCC(CC(=O)NCc3ccc(C)c(C)c3)C2)cc1=O (configuration not stated) | 2%
O=C(NCc1nnc2n1C(C(=O)O)CC2)c1ccc(F)cc1 (configuration not stated) | ?
Cc1nc(C)c(C(=O)N2CCC[C@H](n3c(=O)n(Cc4ccccc4)c4cccnc43)C2)s1 | 51%[activator]
Cc1cc(-c2nccc3c(=O)cc(N(C)c4ccccc4)oc23)ccn1 | 8%[176 µM]
COC(=O)/C=C1\OC(C)c2ccccc21 (configuration not stated) | -16%
COCCNC(=O)c1cnc2n[nH]c(-c3ccccc3OC)c2n1 | 15%[176 µM]
COCC1CN(S(=O)(=O)Cc2ccc(F)cc2)CC12CCNCC2 (configuration not stated) | 59%[activator]
OC1(CN2CCC(c3cc(Cc4ccccc4)[nH]n3)CC2)CNCCOC1 (configuration not stated) | 8%
Cc1ccsc1C(=O)N1CCC(c2nc(CCOCC3CC3)no2)C1 (configuration not stated) | 5%
COc1ccc(CC(=O)N2CCC3(C2)C(=O)N(CCc2ccccc2)c2ccccc23)cc1 (configuration not stated) | 5%&-5%
CC1(C)[C@H](Cc2cc(CN3CCOCC3)on2)C[C@@H]1N(Cc1ccco1)Cc1ccco1 | -5%
COc1ccc(-c2cc(C[C@H]3CNCC[C@H]3CC(=O)Nc3nccs3)no2)cc1 | ?
O=C(Cc1ccccc1F)N1CCN(c2nnc3ccc(Cl)cn23)CC1 | 47%[activator]
C[C@H](CO)N1C[C@H](C)[C@@H](CN(C)Cc2ccc(C(=O)O)cc2)OCCCC[C@H](C)Oc2ccc(NC(=O)CCC(F)(F)F)cc2C1=O | ?
Cc1ccc(C(=O)N2C[C@@H](Oc3ccccc3)C[C@H]2C(=O)N2CCOCC2)s1 | 50%[activator]
Cc1n[nH]c(C)c1C(N)C(=O)NCc1ccccc1Cn1cccn1 (configuration not stated) | 79%
COc1ccc(C(CC(=O)NCCc2ccccc2)c2c[nH]c3ccccc23)cc1OC (configuration not stated) | 27%
CCOc1cccc(CN2CCC(C(Cc3ccccc3F)N(C)C(=O)c3cccs3)CC2)c1O (configuration not stated) | 15%
CCn1ccc(C(=O)NC2CCCN(c3cc(-c4ccc(OC)cc4)[nH]n3)C2)n1 (configuration not stated) | 69%[activator]
Cc1ccc2c(c1)N1C(=O)OC[C@@H]1CCN(C(=O)COCc1ccccc1)C2 | -8%[176 µM]
CCCCNC(=O)C1CC(=O)N(c2n[nH]c3cccc(F)c23)C1 (configuration not stated) | 51%[activator]
Cc1noc(C)c1[S+](=O)([O-])N1CCC(N2Cc3cccn3C2=O)CC1 | 18%
O=C(O)C1CCc2nnc(C3CCCN([S+](=O)([O-])c4ccccc4)C3)n21 (configuration not stated) | ?
OC1CCN(c2cc(N3CCOC(c4ccc(F)cc4)C3)ncn2)CC1 (configuration not stated) | 45%[activator]
CCNC(=O)N1CC(c2noc(COc3ccc(OC)cc3)n2)C1 | 11%
COc1ccc(-c2noc(C(=O)O)c2[C@@H](C)NC(=O)Cc2ccccc2)cc1 | -3%[176 µM]
O=C(c1ccoc1)N1CCCN(c2nnc3ccc(Cl)cn23)CC1 | 56%[activator]
COc1cccc(OCC(=O)c2ccc3c(c2)N(CCCC(=O)N2CCOCC2)C(=O)CO3)c1 | 43%[activator]
O=C1C[C@@H]2CCN(C(=O)C3CC3)C[C@@H]2CCN1Cc1ccc2c(c1)OCO2 | -2%[176 µM]
CN(C)C(=O)C1=NOC2CN(C(=O)C3CC3)CC12 (configuration not stated) | 5%[176 µM]
CCc1cccc(NC(=O)Cn2c(-c3cnccn3)nc(C)c(C)c2=O)c1 | 45%[activator]
CCn1nc(C)cc1C(=O)NCC1CCC2(CCN(Cc3ccccc3F)CC2)O1 (configuration not stated) | ?
c1coc(CN2CCC(NC3CCCN(c4nc5ccccc5s4)C3)CC2)c1 (configuration not stated) | 55%[activator]
CCOc1ccc(CC(=O)N2CCC[C@H]2c2nc(-c3ccc(OC)c(OC)c3)no2)cc1OCC | -9%
Cc1cc(CN2CCc3nn(C)c(=O)n3CC2)n(C)n1 | 24%
COc1ccccc1Nc1ncc2c(n1)CN(C(=O)C1CCC(OC)CC1)CCN2 (configuration not stated) | 0%[176 µM]
Clc1ccc(-c2nnc3n2CCN(Cc2cncs2)C3)cc1 | 4%[6.33 µM]
COc1ccc(CC(=O)N2CCC(Cc3nc(C(C)C)no3)CC2)cc1Cl | -2%
COc1ccc(OC2CCN(C(C)=O)CC2)c(C(=O)N(C)CC2CCCCO2)c1 (configuration not stated) | 2%
CNc1nc2c(s1)C[C@]1(C)CCC([C@H](C)C(=O)N3CCSCC3)[C@H](O)[C@H]1[C@@H]2C (some centres not stated) | -3%[176 µM]
CNC(=O)N1CCC(C2CCN(C(=O)Cc3ccccc3C)C2)CC1 (configuration not stated) | 30%[activator]
COc1ncccc1-c1cc(-c2cn[nH]c2)c2cncn2c1 | 42%[activator][176 µM]
CN1C(=O)[C@@H]2C[C@@H](O)CN2C2(CN(CC3CCCCC3)C2)C1=O | 8%[176 µM]
COCCn1c(=O)n([C@H]2CCCN(C(=O)Cc3cccc(F)c3)C2)c2ncccc21 | 25%
COc1ccccc1CCn1cnc(-c2cccc(Br)c2)c1C(C)C | -21%
CCN1C(=O)COC[C@@H]1[C@H](O)c1ccc(NC(=O)CCc2ccccc2)cc1 | 5%[176 µM]
CCN(C1CCOCC1)C1CN(C(=O)c2ccccn2)C1 | 33%
O=C1Cc2c(-c3cccc4ccccc34)n[nH]c2CN1Cc1ccccn1 | 0%[176 µM]
COCCNC(=O)C(C)[C@@H]1CCc2c(C)cc(OCCOC)c(C)c2[C@@H]1O (some centres not stated) | ?
CCc1noc(-c2cn(C3CCN(C(=O)c4ccc(OC)c(F)c4)C3)nn2)n1 (configuration not stated) | 3%
COC(=O)C1=C(C)N(Cc2ccc(C(F)(F)F)cc2)C(=NCc2ccccc2)NC1c1ccccc1 (configuration not stated) | ?
O=C1NCC(=O)N2CCN(C(=O)c3cnnn3-c3ccccc3)CC12 (configuration not stated) | 23%
COc1ccc(C2(C(=O)NC3CCc4nnc(C)n4CC3)CC2)cc1 (configuration not stated) | 57%[activator]
O=C1CC(c2ccccc2)N(C(=O)CNC(=O)c2cccs2)CCCCCN1 (configuration not stated) | 65%[activator]
COC(=O)[C@@H]1Cc2ncn(Cc3ccc(Cl)cc3)c2CN1C(=O)c1ccco1 | 20%[176 µM]
COCC(=O)N1CCNC[C@H]1C(=O)N[C@@H](Cc1ccc(OC)cc1)C(=O)OC | -5%[176 µM]
O=C(NCC1CCN(C(=O)C(=O)c2cc3ccccc3o2)CC1)c1ccncc1 | -11%
Cc1cnc(C(=O)N2C[C@@H](Oc3ccccc3)C[C@H]2C(=O)N2CCCC2)cn1 | 30%[activator]

(next part)
SMILES | ALOX12 inh
COc1ccccc1-c1nnc([C@H]2CCN(C3CCOCC3)C2)o1 | 23%[176 µM]
c1cn(C2CCSC2)c(-c2cc3n(n2)CCNC3)n1 (configuration not stated) | 41%[activator]
COc1ccc(S(=O)(=O)NC[C@H]2Cn3c(-c4ccc(F)cc4)cnc3CO2)cc1 | ?
COCC(=O)NC[C@@H]1C=C(C)[C@H](CC(=O)N2CCN(C(C)=O)CC2)C[C@H]1C(C)C | -2%[176 µM]
O=S(=O)(C1CC1)N1CCn2c(nnc2-c2cncc(Br)c2)C1 | 6%[6.33 µM]
Cc1cc2cc(-c3c(C)noc3C)nc(-c3ccc(CO)cc3)c2o1 | ?
CC1(C)OC(=O)C2=C(CC(CCc3ccccc3)OC2c2ccc(Cl)cc2)O1 (configuration not stated) | 0%
COCC(=O)N[C@@H]1CN(Cc2ccccc2C)C[C@H]1CO | 50%[activator]
O=C(c1coc(COc2ccc(F)cc2)n1)N1CCC(c2ccc(F)cc2)C1 (configuration not stated) | -2%
COc1cccc(CN2CCc3nc(N(C)Cc4cccnc4)[nH]c(=O)c3CC2)c1 | 86%[activator]
O=C(c1ccccc1F)N1CCCC2(C1)C(=NC1CCCC1)NC(=O)N2c1cccnc1 (configuration not stated) | -2%[6.33 µM]
COc1ccc2[nH]c3c(c2c1)CCN(C)C31CCN(C(=O)Cc2ccncc2)CC1 | 16%
Fc1ccc2nc(CO[C@H]3CN(C4CCC4)C[C@H]3F)[nH]c2c1 | 40%[activator][176 µM]
Cc1cccc(C(=O)N2CCCC(n3cc(-c4nc(C)no4)nn3)C2)c1 (configuration not stated) | 27%
Cc1cc(C(=O)N[C@@H]2CCC[C@@H](C(=O)N(C)Cc3cccnc3)CC(=O)N(C)C2)no1 | -3%[176 µM]
COc1ccc(-c2nc(C3CC3)nc3c2CCN([S+](=O)([O-])c2c(C)noc2C)CC3)cc1 | 2%[6.33 µM]
CC(=O)c1cccc(NC(=O)CN2C(=O)NC3(CCCCC3)C2=O)c1 | 0%
Cc1ccc2nc(C3CCN(Cc4cccc(-c5cccnc5)c4)CC3)[nH]c(=O)c2c1 | 20%
CCOc1ccc(CC(=O)N2CCCN(c3cc(-c4ccc(OC)cc4)[nH]n3)CC2)cc1OCC | 56%[activator]
CN1CCC2(C1)CN(Cc1ccccc1)c1ccc(C(=O)Nc3ccn(C)n3)cc12 (configuration not stated) | 11%[176 µM]
CCOc1cccc(CN2CCC3(CC2)CC(O)CCO3)c1 (configuration not stated) | 9%
CCN(CC1CCCO1)C(=O)c1ccc2nc(-c3ccc(F)cc3)cn2c1 (configuration not stated) | 17%
COc1ccc2c(=O)n(CC(=O)N(C)Cc3cc(C)no3)ccc2c1OC | 44%[activator]
NCc1ccc(-c2cc(F)cc(F)c2)cc1 | -19%[12.5 µM]
FC(F)(F)c1ccc(N2C3CCC2CN(Cc2cccs2)C3)cc1 | ?
O=C1CC2(CCN(C(=O)c3ccc4c(c3)OCO4)CC2)Oc2ccccc2N1 | 13%
COc1ccc(Nc2nc(-c3cccc(OC)c3OC)no2)cc1 | 63%[activator]
CC(=O)N1CCOc2ccc(CCC(=O)NCCc3ccccn3)cc2C1 | 13%
O=S(=O)(NC[C@H]1O[C@@H](CO)[C@@H](O)[C@H]1N1CCN(c2ccc(F)cc2)CC1)c1ccc(F)cc1 | 6%
CC(=O)c1cccc(NC(=O)Cn2cccc2-c2nc(-c3ccc4c(c3)OCO4)no2)c1 | 44%[activator]
Cc1nc(CCNC(=O)CCC2CCCC2)no1 | ?
Cc1ccc(C(=O)NCCn2cccc2-c2nc(-c3ccc4c(c3)OCO4)no2)cc1C | ?
COc1ccc(-c2noc([C@@H]3CCCN3Cc3ccc(S(C)(=O)=O)cc3)n2)cn1 | 24%[176 µM]
CCc1nc(C)c(C(=O)N2CC[C@@](O)(COC)C(C)(C)C2)s1 | 32%[activator]
CN1c2cc(C(=O)Nc3ccc(S(N)(=O)=O)cc3)ccc2C(=O)N2CCCCC21 (configuration not stated) | ?
COc1ccc(OC)c(NC(=O)Cn2c(=O)n(-c3ccccc3)c(=O)c3c2cc(C)n3C)c1 | -2%
CN1C(=O)CCC2(CNC(=O)c3ccoc3)CCC=C12 (configuration not stated) | 46%[activator]
O=C(Nc1ccc(Oc2ccccc2)cc1)N[C@H]1CO[C@H]2[C@@H]1OC[C@@H]2Nc1nccc(-c2ccc(-c3ccccc3)cc2)n1 | 2%
O=C(c1cccnc1)N1CCCC2(CNc3ccccc3[S+](=O)([O-])N2)C1 (configuration not stated) | 39%[activator]
COCCOc1ccc2c(n1)CCN(C(=O)c1ccc(OC)c(OC)c1)C2 | 24%
O=C(NC1CCCC1)N1CCC(c2noc(-c3ccccc3)n2)C1 (configuration not stated) | 22%
CCc1nc2c(c(-c3ccc(O)cc3)n1)CCN(C(=O)c1ccc(F)cc1)CC2 | 13%
COC(=O)[C@@H]1Cc2nc[nH]c2CN1Cc1cc2ccccc2o1 | 91%[activator][176 µM]
O=S1(=O)CCC(N(N=Cc2ccco2)c2ccccc2)C1 (configuration not stated) | -16%
O=C(NCCOc1ccccc1)c1cnc2n1CCN(Cc1c[nH]c3ccccc13)CC2 | 16%[176 µM]
O=C(OCc1ccccc1)N1CCC(Oc2cnc3c(ccn3-c3cncnc3)c2)CC1 | 7%[176 µM]
CCCN(CC1CCOC1)C(=O)Nc1cccc(Cl)c1F (configuration not stated) | -2%
Cc1nc(N2CCN(C(=O)c3ccc(F)cc3Cl)CC2)cc(C(F)(F)F)n1 | 27%
